From PubChem BioAssay
TCR activator – Activators of T cell receptors: qHTS campaign | primary human leukocytes, anti-CD3, IL-2 HTRF, 48 h | Potency, µM (top dose mostly 9.22 µM), inactives show top-dose activation of IL-2 secretion, most hits filed as activators | 330,000 tested, under 10 active; note: % of control where 0% means no effect
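Primary human leukocytes incubated 48 hr with anti-CD3 beads plus compound, without co-stimulation. Secreted IL-2 measured by HTRF (europium cryptate/d2 anti-IL-2 pair, 320 nm excitation, 665 nm emission).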
TSHR antagonist – Antagonists of the Thyroid Stimulating Hormone Receptor: HTS campaign. activity change, negative = inhibition, % at 11.5 µM. actives 0.2% (n = 330,000). TSHR-expressing cells, TSH-stimulated cAMP HTRF, 2 h; hits give low values. Thyrotropin receptor (Homo sapiens), P16473;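 active = activity change below a set negative limit, meaning inhibition stronger than a set level, cut at about -70% in these data; inconclusive = activity change between two set negative limits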; note: % is set by controls: 0 for no effect and ±100 for the full control effect
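Read-out is FRET at 665 nm (cryptate excitation 337 nm) from a cryptate-tagged anti-cAMP antibody, competed by cell cAMP against cAMP-d2. Compounds are tested on freshly harvested TSHR cells challenged with 4nM TSH (EC80) for 2 hours at 37 deg C.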
PTAP TSG101 blk – qHTS Assay for Iinhibitors of HIV-1 Budding by Blocking the Interaction of PTAP/TSG101 | Tumor susceptibility gene 101 protein (Homo sapiens), Q99816 | Fluorescence polarization, FITC-PTAP peptide / Tsg101 binding | Potency, µM (titrated, usually from 115 µM), inactives show at the top dose activity change, negative = inhibition, usual class: inhibitors | 340,000 tested, under 10 active | AID 493005, 2010; active = well fitted inhibition curve with a large enough effect in the main read-out, with a control signal flat, not every such curve was filed as active; inconclusive = small, poorly fitted or top-dose-only effect, or effect the other way, or a change in a side signal; inactive = no such curve, though single readings can be large or run the other way; note: potency is the fitted concentration of half-maximal effect; % of control where 0% means no effect
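Fluorescence polarization binding of Tsg101 binding domain (10 uM final) to FITC-labeled PTAP peptide (50 nM final) in HEPES pH 7.5 buffer with NaCl, Tween 20, EDTA, TCEP. Compounds added before peptide; binding 20 min at RT.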
MLL CXXC-DNA inh – qHTS Fluorescence Polarization Assay for Inhibitors of MLL CXXC domain - DNA interaction; Histone-lysine N-methyltransferase 2A (Homo sapiens), Q03164; MLL-CXXC / FITC-HOXA9 DNA fluorescence polarization; actives 0.037% (n = 290,000); Potency, µM (doses to about 115 µM), for the others: top-dose activity change, negative = inhibition, usual class: inhibitors; active = well fitted inhibition curve with a large enough effect in the polarisation, with a control signal flat, not every such curve was filed as active; inconclusive = small, poorly fitted or top-dose-only effect, or effect the other way, or a change in a side signal; inactive = no such curve, though single readings can be large or run the other way; the % refers to the polarisation; note: potency is the fitted concentration of half-maximal effect
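Purified MLL-CXXC (added from a 7 uM solution) was preincubated 5 min at ambient with pinned compounds in 50 mM Tris-HCl pH 7.5, 50 mM NaCl, 1 mM DTT, 0.05% BSA. Fluorescein-labeled HOX-A9 DNA (50 nM solution) followed, 30 min, then polarization read.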
Mito fusion act – qHTS Assay for Small Molecule Inhibitors of Mitochondrial Division or Activators of Mitochondrial Fusion; S. cerevisiae fusion-defective mutant growth rescue, CellTiterGlo 48 h; Potency, µM (top dose mostly 46.1 µM), for inactives: at the highest dose growth rescue (activation), usual class: activators; actives 0.23% (n = 320,000); AID 485298, 2010;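 note: potency is the fitted concentration of half-maximal effect; % of control where 0% means no effect; nearly all actives have a fitted effect of over 45% in size; temperature-sensitive fusion mutants such as fzo1-1 at 37 °C on non-fermentable ethanol glycerol medium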
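Temperature-sensitive fusion-defective S. cerevisiae (e.g. fzo1-1, mgm1-5) were grown with compound in YPEG medium (3% ethanol, 3% glycerol) for 48 hours at 37C. Growth rescue was measured as viability by CellTiterGlo luminescence after 10 minutes at ambient.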
AT treatment – qHTS Assay for Identifying a Potential Treatment of Ataxia-Telangiectasia; […] A-T fibroblasts, KAP-1 phosphorylation AlphaLISA; neocarzinostatin DNA damage 30 min before lysis; Potency, µM (top dose mostly 57.5 µM), without a hit: top-dose activation, usual class: activators; actives 0.19% (n = 320,000); note: potency is the fitted concentration of half-maximal effect; % of control where 0% means no effect; nearly all actives have a fitted effect of over 45% in size
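ATM-like activity read as KAP-1 phosphorylation via AlphaLISA donor/acceptor antibody pairs after lysis and 6 hr at 25C. Cells were ATM-null patient fibroblasts ([…], hTERT), dosed 60 min, then exposed to the DSB inducer NCS for 30 min.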
S-ASM inh – Inhibitors of Secretory Acid Sphingomyelinase (S-ASM): qHTS | placental ASM, HMU-PC fluorogenic substrate, 60 min | AID 504937, 2011 | actives 0.006% (n = 340,000) | Potency, µM (top dose mostly 57.5 µM), inactives show top-dose activity change, negative = inhibition, usual class: inhibitors; note: potency is the fitted concentration of half-maximal effect
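Steps: dispense placental human ASM, pin compound, wait 10 min at room temperature, add HMU-PC0 substrate at 9 uM final, incubate 60 min at 37 °C, add stop solution raising pH to 10, read fluorescence.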
Menin MLL FP TR – qHTS Assay for Inhibitors Targeting the Menin-MLL Interaction in MLL Related Leukemias: Competition With Texas Red Labeled MLL-derived Mutant Peptide. Menin + Texas Red MLL mutant peptide, fluorescence polarization. O00255. AID 1768, 2009. Potency, µM (titrated, usually from 61.6 µM), for the others: at the highest dose FP activity change, negative = inhibition, hits mostly inhibitors. actives 0.23% (n = 270,000); active = well fitted inhibition curve with a large enough effect in the polarisation, with a control signal flat, not every such curve was filed as active; inconclusive = small, poorly fitted or top-dose-only effect, or effect the other way, or a change in a side signal; inactive = no such curve, though single readings can be large or run the other way; the % refers to the polarisation; note: potency is the fitted concentration of half-maximal effect; % of control where 0% means no effect; many of its hits are not listed in these tables
Target sequence (O00255 whole entry, looked up): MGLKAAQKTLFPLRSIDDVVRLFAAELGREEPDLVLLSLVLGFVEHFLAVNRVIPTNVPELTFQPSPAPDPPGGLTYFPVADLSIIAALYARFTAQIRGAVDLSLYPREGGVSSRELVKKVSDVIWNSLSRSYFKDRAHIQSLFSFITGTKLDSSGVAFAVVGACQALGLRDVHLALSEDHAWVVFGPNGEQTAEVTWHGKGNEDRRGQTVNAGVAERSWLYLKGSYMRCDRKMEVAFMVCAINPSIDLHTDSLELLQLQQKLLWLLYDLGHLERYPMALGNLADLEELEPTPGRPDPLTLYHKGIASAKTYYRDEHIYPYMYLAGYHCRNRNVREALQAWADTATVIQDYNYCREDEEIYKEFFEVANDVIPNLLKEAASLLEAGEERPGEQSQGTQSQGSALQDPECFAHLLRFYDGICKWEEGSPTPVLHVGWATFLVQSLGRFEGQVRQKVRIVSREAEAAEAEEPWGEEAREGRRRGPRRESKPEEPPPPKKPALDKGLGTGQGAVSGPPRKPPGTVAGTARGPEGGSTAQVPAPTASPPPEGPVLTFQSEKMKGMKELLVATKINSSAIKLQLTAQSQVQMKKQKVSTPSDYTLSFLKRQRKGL
MBNL1 CUG block – qHTS Assay for Inhibitors of MBNL1-poly(CUG) RNA binding. actives 0.036% (n = 280,000). TR-FRET MBNL1-His/biotin-(CUG)12 binding, 665/545 ratio. Muscleblind-like protein 1 (Homo sapiens), Q9NR56. Potency, µM (highest dose often 57.5 µM), without a hit: at the top dose activity change, negative = inhibition, actives largely listed as inhibitors; active = well fitted inhibition curve with a large enough effect in the signal ratio, with a control signal flat, not every such curve was filed as active; inconclusive = small, poorly fitted or top-dose-only effect, or effect the other way, or a change in a side signal; inactive = no such curve, though single readings can be large or run the other way; the % refers to the signal ratio; note: potency is the fitted concentration of half-maximal effect; % is set by controls: 0 for no effect and ±100 for the full control effect
Target sequence (Q9NR56 whole entry, looked up): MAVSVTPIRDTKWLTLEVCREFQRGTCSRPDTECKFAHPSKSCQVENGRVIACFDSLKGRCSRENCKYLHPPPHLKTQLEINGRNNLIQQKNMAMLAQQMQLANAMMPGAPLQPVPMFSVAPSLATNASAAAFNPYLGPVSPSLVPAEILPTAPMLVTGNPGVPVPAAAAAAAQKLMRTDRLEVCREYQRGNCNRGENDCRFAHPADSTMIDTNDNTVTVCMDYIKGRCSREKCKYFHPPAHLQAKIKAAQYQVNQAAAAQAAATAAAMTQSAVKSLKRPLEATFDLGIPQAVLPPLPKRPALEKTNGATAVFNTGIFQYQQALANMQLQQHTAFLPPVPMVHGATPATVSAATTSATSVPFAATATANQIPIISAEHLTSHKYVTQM
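Compound titration spanned 92 nM–58 uM against the MBNL1-His/biotin-(CUG)12 complex. After 60 min at room temperature with 5 nM streptavidin-XL665 and 0.055 ng/ul terbium anti-His, ratiometric 665/545 nm emission (Ex 340 nm) normalized to controls.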
a7 integrin act – qHTS for Activators of Integrin-Mediated Alleviation for Muscular Dystrophy | alpha7betagal myoblasts, beta-gal FDG fluorescence, 48 h | Potency, µM (doses to about 38.3 µM), for inactives: at the top dose activation, actives largely listed as activators | actives 0.064% (n = 350,000);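 note: potency is the fitted concentration of half-maximal effect; 100% = response of the positive control SU9516; nearly all actives have a fitted effect of over 60% in size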
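alpha7betagal+/- myoblasts (passage 13, 250/well) treated 48 h at 37C with compounds at 1:260 dilution of DMSO stock. Lysed, then beta-galactosidase activity read as FDG fluorescence (ex 480/em 540) after 30 min, with pre-read for autofluorescence.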
Active calls of the source: *; ? = inconclusive; · = not tested or not shown; [ ] = dose if it differs, or a comment. Unless noted, calls come from the whole dose curve; as a rule, active = well fitted curve in the direction sought with a large enough effect; inconclusive = small, poorly fitted or top-dose-only effect, or another doubt; inactive = no such curve, though single readings can be large; an effect the other way counts as inactive or inconclusive. Only part of the results is shown. The share of hits here may be higher or lower than overall.

SMILES | TCR activator | TSHR antagonist | PTAP TSG101 blk | MLL CXXC-DNA inh | Mito fusion act | AT treatment | S-ASM inh | Menin MLL FP TR | MBNL1 CUG block | a7 integrin act
NC(=O)CSc1nc2sc(-c3ccccc3)cc2c(=O)n1N | -6% | -19 | -3% | 19% | -2% | 5% | 38% | -19% | 13% | 0%
CN(C)/C=N/NC(=O)c1ccccc1Cl | 2% | 7 | 1% | 0% | 0% | -3% | 3% | · | -7% | 12%
COCCNC(=O)CS(=O)Cc1nc(-c2ccc(Cl)cc2)oc1C (stereo not drawn) | 2% | 10 | -10% | 7% | 0% | 18% | -2% | -10%[11.7 µM] | 7% | 1%
Cc1ccc(OCC(=O)Nc2ccc(O)c(-c3nc4ccccc4o3)c2)cc1 | 2% | 4 | -1% | 7% | -3% | -7% | 25% | 15% | ? | 30%
CCOC(=O)c1cc2c(=O)n3ccccc3nc2n(Cc2ccco2)c1=NC(=O)c1ccccc1OCC | -25% | -3 | -11% | 2% | 10% | -3% | 324%[activator] | -5% | ? | -4%
CCOc1ccc(-c2noc(CCC(=O)NC)n2)cc1OCC | 2% | -1 | -2% | 5% | -5% | 6% | 3% | 0% | 2% | -30%
O=C(c1ccco1)N1CCN(C(c2ccccc2Cl)c2nnnn2CC2CCCO2)CC1 (stereo not drawn) | 2% | -8 | -4% | 16% | 0% | 9% | 7% | -9% | 7% | -25%
COc1ccc(OC)c(C(=O)Cn2nnc3ccccc3c2=O)c1 | -5% | 1 | -2% | -1% | -1% | -3% | 6% | -11% | 5% | 4%
Cc1ccccc1C(=O)OCc1nnc(-c2ccc(Cl)cc2)o1 | 0% | -16 | -1% | 8% | -3% | 13% | -6% | -19% | -11% | 15%
CCOC(=O)N1CCC(N2CC34C=CC(O3)C(C(=O)Nc3ccc(F)cc3)C4C2=O)CC1 (stereo not drawn) | -1% | -5 | 1% | 4% | 5% | 18% | 5% | 10%[11.7 µM] | -2% | ?
CCOc1ccc2nc(Cl)c(C3CC(c4ccco4)=NN3S(=O)(=O)c3ccccc3)cc2c1 (stereo not drawn) | 1%[46.1 µM] | -4 | 7% | 2% | 13% | 14% | 0% | -5% | -8% | 14%
CCC(C)N(C)C1CCN(C(=S)Nc2cccc(SC)c2)CC1 (stereo not drawn) | 13% | 18 | -2% | 10% | 4% | 1% | 0% | -7% | ? | -15%
Cc1cc(C)cc(NC(=O)CCN2C(=O)c3ccccc3C2=O)c1 | 11% | 8 | -2% | -7% | 1% | 17% | 7% | ? | -4% | -10%
Cc1ccc(OC(=O)c2cccc(C(=O)Oc3ccc(C)cn3)n2)nc1 | · | 14 | · | 20% | 5% | -4% | · | 7% | ? | ·
CC(=O)c1sc2ccccc2c1OC(=O)c1ccco1 | -5% | 15 | -5% | 169%[activator] | 8% | 4% | 28% | -7% | 8% | 18%
COC(=O)N/N=C/c1cc(C)n(-c2ccc(Br)cc2)c1C | -1% | 13 | 1% | 6% | 4% | -5% | -2% | · | · | 11%
Cc1nnc2c(-c3ccccc3)nc3ccccc3n12 | -5% | -4 | -5% | 2% | -1% | 2% | -5% | ? | ? | -21%
COc1cc(OC)c2ccc(=O)oc2c1C(CCN1CCCC1)c1ccc(N(C)C)cc1 (stereo not drawn) | -10% | -2 | · | 7% | 4% | -24% | 4% | -1% | 8% | -22%
CCOC(=O)N1CCN(C(=O)c2ccccc2NC(=O)c2ccc(Br)cc2)CC1 | -2%[46.1 µM] | 8 | -5% | 4% | 1% | 12% | 4% | 2% | ? | -22%
O=C(CCSc1ccc(Cl)cc1)N1CCCCCC1 | -4% | -9 | -3% | -8% | -10% | 7% | 2% | -19% | -12% | -18%
CCCn1nc(C(=O)OCC(=O)c2ccccc2)c2ccccc2c1=O | -3% | 2 | 1% | 6% | -5% | 0% | -3% | -3% | 3% | 22%
O=C(CNCCN1CCOCC1)Nc1ccccc1Sc1ccccc1 | 3%[46.1 µM] | 14 | 1% | 12% | 1% | 11% | 0% | -7% | · | -15%
CCOC(=O)c1ccc(S(=O)(=O)N2CCN(C/C=C/c3ccccc3)CC2)cc1 | 2% | -19 | -3% | · | · | 0% | 0% | · | · | 6%
O=C(c1ccccc1-c1ccccc1)N1CCN(c2ccccn2)CC1 | 0% | 1 | -1% | -1% | 7% | 2% | 3% | 6% | 10% | -3%
COc1ccccc1-c1cc(C(=O)NCCc2ccccc2)no1 | -10% | -21 | 1% | -13% | 6% | -4% | -5% | 4% | -10% | 0%
Cc1ccc(N/C=C2\C(=O)N(c3ccc(F)cc3F)C(c3cccnc3)S2(=O)=O)cc1 (stereo not drawn) | 7% | 5 | -1% | -1% | 0% | 2% | 4% | · | -7% | 11%
O=c1n(Cc2ccc(F)cc2)nc2n1-c1ccccc1SC2 | 2% | -1 | -6% | -9% | 10% | 13% | 5% | · | 0% | -28%
O=C(Nc1ccc(F)cc1F)c1cc2n(n1)C(C(F)(F)F)C1CCCCC1N2 (stereo not drawn) | -2% | -7 | 0% | 7% | -4% | 7% | 0% | -11% | -8% | -12%
Cc1cccc(N2CCN(c3ccc4cc(S(=O)(=O)N5CCCCC5)ccc4n3)CC2)c1C | -9% | 4 | -8% | 8% | -4% | -11% | 3% | · | -1% | 32%
O=S(=O)(Cc1ccccc1)N1CCc2ccccc21 | · | -7 | · | ? | 3% | -4% | · | ? | 41%[activator] | ·
C/C=C/C=C\C(=O)Nc1cccc(C2=NOC3(C2)C[C@@H](C(N)=O)N(C(=O)/C(C)=C/C)C3)c1 (stereo partly drawn) | 13% | 0 | 1% | -2% | 28% | 3% | -5% | · | 4% | -10%
CCCN(N=Nc1cccc([N+](=O)[O-])c1)c1cccc([N+](=O)[O-])c1 | -11% | -6 | -3% | 10% | 7% | 7% | -2% | 5% | -4% | -19%
O=C(CN(C(=O)Cn1nnc(-c2cccs2)n1)c1ccc2c(c1)OCCO2)NCC1CCCO1 (stereo not drawn) | 2% | 7 | -2% | 1% | 1% | -3% | -2% | 10% | -7% | 20%
CCOc1cc(/C=C2/C(=O)ON=C2C)ccc1OCc1ccc(F)cc1 | 6% | 17 | ? | 6% | 1% | 0% | -1% | 11% | 2% | 0%
Cc1ccc(SCC(=O)NNC(=O)c2ccccc2)c(C)c1 | 1% | -3 | -2% | -1% | -11% | -5% | 0% | -5% | -5% | 0%
CN(C)c1ccc(CNC(=O)c2cc(S(=O)(=O)N3CCCC3)cn2C)cc1 | -1% | 8 | 0% | · | -1% | 6% | 0% | 1% | -6% | -2%
O=C1/C(=C\c2ccc(Br)o2)SC(=Nc2ccccc2)N1c1ccccc1 | -2% | -3 | 1% | 19% | 5% | -2% | -12% | ? | 1% | 9%
C/C=C(\C)C(=O)Nc1cccc(C2=NOC3(C2)C[C@@H](C(N)=O)N(C(=O)/C(C)=C/C)C3)c1 (stereo partly drawn) | 10% | -3 | -7% | 3% | 14% | 0% | 0% | · | 11% | 11%
COc1ccc(C)cc1N(CC(=O)N1CCCCCC1)S(=O)(=O)c1ccccc1 | 0% | -3 | 1% | -3% | 19% | 4% | -2% | · | 2% | -20%
O=S(=O)(/N=C(/c1ccccc1Cl)N1CCOCC1)c1ccccc1 | 5% | -8 | -10% | 3% | 2% | 1% | 2% | 14% | -5% | 14%
O=C(NNC(=O)C1CCN(c2ncccn2)CC1)c1ccc(F)cc1 | 1% | -10 | -1% | -2% | -5% | 4% | 0% | 4% | -3% | 16%
